# Screening data from PubChem BioAssay.
# MsrA act: bovine MsrA enzyme activators, primary screen, biochemical, absorbance, HTS; purified bovine MsrA, absorbance read-out; activation, % at 10.6 µM; actives 0.3% (n = 360,000); in the data active = activation above about 7.5%;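 also: 0% = vehicle and 100% = reference activator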
# MsrA inhibitor: bovine MsrA enzyme inhibitors, primary screen, biochemical, absorbance, HTS; Methionine sulfoxide reductase A (Bos taurus); inhibition, % at 15.5 µM; purified bovine MsrA, absorbance read-out; actives 0.75% (n = 360,000); in the data active = inhibition above about 4.5%;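 also: 0% = vehicle wells with enzyme and 100% = reference inhibitor wells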
# MT1-MMP act inh: blockers of MT1-MMP proenzyme processing, primary screen, HT1080 RFP-PRO-GFP cells, GFP/RFP fluorescence | Matrix metalloproteinase-14 (Homo sapiens), P50281 | GFP/RFP ratio fluorescence, overnight; percent of plate control window, DMSO zero | GFP/RFP ratio change, % at 20 µM | actives 0.061% (n = 360,000);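 active = GFP/RFP ratio change of at least 30% with cell ATP level not reduced by more than half and red fluorescence within 50% of control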; also: strong numbers were not always called active
#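 Assay system – RFP-PRO-GFP reporter HT1080 cells · Compound dosing – single dose of 20 µM compound, 1% DMSO final · Incubation – overnight compound exposure at 37 °C · Measure – GFP/RFP fluorescence ratio · Benchmarks – DMSO wells and RFP-L50D-GFP cells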
# SKN-1 inh: suppressors of acrylamide-induced Pgst-4::GFP reporter in worms, primary screen, SKN-1 inhibitor project, whole organism, uHTS, GFP/RFP fluorescence ratio, strain VP596 | actives 0.49% (n = 360,000) | AID 624304, 2012 | C. elegans VP596 Pgst-4::GFP/RFP ratio, 24 h | inhibition, % at 21.8 µM;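 active = interference check ratio from 0.5 to 1.5 plus GFP to RFP signal ratio inhibition reaching or exceeding a fixed threshold, cut at about 30% in these data, passing the limit was not always enough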; also: some compounds called inactive have numbers as strong as hits
# FAS TE block: FAS thioesterase domain inhibitors, primary screen, biochemical, fluorescence intensity, uHTS | Fatty acid synthase (Homo sapiens), P49327 | recombinant FAS-TE, OMFH fluorogenic substrate, fluorescence endpoint | inhibition, % at 15 µM | actives 0.67% (n = 360,000) | AID 602261, 2012;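 active = compounds whose normalised, plate-corrected inhibition of enzyme fluorescence in the single-dose primary screen is 50% or more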;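 also: 0% = DMSO with enzyme and 100% = substrate without enzyme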
# Rin1 Abl inh: inhibitors of Rin1-Abl protein binding, primary screen, biochemical, TR-FRET; actives 0.4% (n = 360,000); AID 588664, 2011; inhibition, % at 7.35 µM; in the data active = inhibition above about 5%, passing the limit was not always enough
# Neddylation inh: inhibitors of cullin neddylation, primary screen, biochemical, TR-FRET, uHTS, NAE and Ubc12; NEDD8-conjugating enzyme Ubc12 (Homo sapiens) + NEDD8-activating enzyme E1 regulatory …; calls only at 25 µM; actives 0.58% (n = 360,000); in the data active = inhibition above about 36%
# NRP1-CendR mod: modulators of CendR peptide binding to NRP-1, primary screen, biochemical, fluorescence polarization, uHTS; Neuropilin-1 (Homo sapiens), O14786; FAM-RPARPAR peptide binding to NRP-1; inhibition, % at 25 µM; actives 0.85% (n = 360,000); AID 602438, 2012;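 active = inhibition or corrected inhibition above about 18%, plus a signal ratio from 0.5 to 1.5, limit read from the data, passing the limit was not always enough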; also: strong numbers were not always called active
# E coli Lon inh: inhibitors of E. coli Lon protease, primary screen, biochemical, fluorescence polarization; purified E. coli Lon protease; inhibition, % at 7.94 µM; actives 0.42% (n = 360,000); AID 602123, 2011; in the data active = inhibition above about 13%, passing the limit was not always enough;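 also: 0% = enzyme with probe and DMSO and 100% = no enzyme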
# * = called active by the depositor; i = inactive; nt = not tested or not shown; + = active, no number.
# The line under a structure holds: MsrA act, MsrA inhibitor, MT1-MMP act inh, SKN-1 inh, FAS TE block, Rin1 Abl inh, Neddylation inh, NRP1-CendR mod, E coli Lon inh
CCOc1ccc(C(=O)NCCO)cc1
 : -4, 0.1, 2, -1, -5, 1, i, 20, -3
Cc1ccc2cccc(OCc3nnc(SCC(=O)O)n3C)c2n1
 : -4, 1.0, -2, 7, -2, 0, i, 7, 3
CCCCN(C=O)c1c(CC)nc2ccc(C(=O)N3CCN(C(=O)c4ccco4)CC3)cn12
 : 0, 0.6, 4, -8, -3, -3, i, -2, -2
N#Cc1cccnc1N1CCN(C(=O)c2ccco2)CC1
 : -3, 2.5, 2, -12, -4, -4, +, 6, -2
CC1(C)Cc2ccccc2/C(=C/C(=O)c2ccccc2)N1
 : -1, 1.8, -4, 0, 19, 0, i, 10, -8
COc1ccccc1NC(=O)COC(=O)Cn1c(C)csc1=O
 : -6, 1.0, -1, 4, -4, -3, i, 4, -5
CCCCN1C(=O)C(=O)N(CC(=O)Nc2sc(C)c(CC)c2C(=O)OCC)C1=O
 : -1, 1.9, 2, 6, 15, 0, i, -4, -2
CSc1nnc(CNC(=O)c2ccccc2)n1-c1cccc(C)c1
 : -4, -0.4, 2, 4, -8, 3, i, 4, 4
CC(=O)Nc1ccc(S(=O)(=O)NCCc2csc(-c3cccnc3)n2)cc1
 : -2, 0.6, 0, 17, -9, 2, i, 7, 4
COCCCn1c(SCC(=O)Nc2ccc(C)cc2)nc2ccccc2c1=O
 : -3, 0.2, 0, -10, 8, -6, i, -1, -6
COc1ccccc1OCC(=O)Nc1ccc(NC(=O)COc2ccccc2OC)cc1
 : -12, 0.6, 1, 3, 3, -4, i, -8, -13
CCn1c(C2CCN(S(=O)(=O)c3ccc(OC)cc3)CC2)n[nH]c1=S
 : -5, 0.1, 4, 7, -2, 2, i, -4, 9
O=C(NNC(=O)c1cc(S(=O)(=O)N2CCCCC2)ccc1Cl)c1ccccc1O
 : -3, -0.3, 3, 4, 2, 1, i, -11, -4
Cc1c(C(=O)OCC(=O)N2C(C)CCCC2C)oc2ccccc12 (configuration not stated)
 : -1, -0.1, 0, 10, 5, -2, i, 5, -3
CCOC(=O)CCNC(=O)N1CCC(CCOc2ccccc2)(C(=O)OCC)CC1
 : -1, 0.7, 2, 17, -3, -4, i, 8, -1
COc1ccccc1NC(=O)CSc1nc2ccccc2c(=O)n1CCNC(C)=O
 : -2, 0.7, 6, 21, -6, 2, i, 0, 3
CN(C)CCCN(C(=O)COc1ccc(Cl)cc1)c1nc2cc3c(cc2s1)OCO3
 : -8, 0.6, -2, 7, 7, -1, i, 4, -3
COCCNC(=O)CSc1ccc(C)cc1
 : 0, -0.1, -4, 11, -4, 0, i, -8, -2
COc1ccccc1Nc1nc(N)nc(CN2CCN(c3ccccc3F)CC2)n1
 : -6, -0.3, 3, 5, -7, 1, i, 8, -12
O=S(=O)(Nc1ncccn1)c1cc(Cl)ccc1Cl
 : -14, 0.1, -5, -16, -5, 2, i, 4, -5
C[C@@H]1CN([C@@H](C)CO)C(=O)c2cc(C#CC(C)(C)O)cnc2O[C@@H]1CN(C)C(=O)c1ccccc1F
 : -1, -1.8, -1, 2, -6, -1, i, 0, -1
CCOc1ncccc1C(=O)OCC(=O)NCc1ccc(C(=O)OC)cc1
 : -5, -0.3, 3, -8, 2, 3, i, -3, -3
O=C(O)CN(CCc1ccccc1)S(=O)(=O)c1ccccc1
 : -3, -0.7, 2, -10, -4, 8, i, 1, -7
O=C1NC[C@H](CCCCN2C[C@H](Cc3ccc(O)cc3)N(CCc3ccccc3)C(=O)C2=O)N(CCc2ccc(O)cc2)C1=O
 : -10, 0.0, 0, -2, -14, nt, i, -6, -11
Fc1ccccc1OCC1CCCN(Cc2nc(CC3CC3)no2)C1 (configuration not stated)
 : -3, -1.9, -3, 9, 2, 3, i, 6, -10
N#CC1=C(N)S[C@@H](C(=O)c2ccc(F)cc2)[C@@H]1c1cccs1
 : -3, 0.6, 5, -5, 5, 1, i, -4, -3
O=C1N/C(=C/c2cccs2)C(=O)N1Cc1ccccc1F
 : 6, 0.8, 3, -2, -8, -2, i, 1, -1
CCOc1ccc(N2C(=O)CC(Cc3ccccc3OC)C2=O)cc1 (configuration not stated)
 : -2, 1.2, 0, -3, 1, 0, i, 3, -7
CC1Cc2ccccc2N1C(=O)COC(=O)c1ccco1 (configuration not stated)
 : -6, 0.8, -3, 12, -4, 3, i, 1, 2
COc1ccc(-c2c(C)nn(-c3ccccc3)c2N)cc1
 : -1, 0.8, 4, 8, -5, 1, i, 10, 3

# Some entries already given, showing only Neddylation inh:
compound	Neddylation inh
N#Cc1cccnc1N1CCN(C(=O)c2ccco2)CC1	+
CC1(C)Cc2ccccc2/C(=C/C(=O)c2ccccc2)N1	i
COc1ccccc1NC(=O)COC(=O)Cn1c(C)csc1=O	i

# The list continues.
# The line under a structure holds: MsrA act, MsrA inhibitor, MT1-MMP act inh, SKN-1 inh, FAS TE block, Rin1 Abl inh, Neddylation inh, NRP1-CendR mod, E coli Lon inh
CCOc1ccc2nc(-c3ccccc3)nc(SCC(=O)OC)c2c1
 : -2, -0.8, 10, -3, 1, -1, i, -8, -3
COCn1c(-c2ccc(OC)c(OC)c2)nc2ccccc21
 : -3, 0.4, 3, -5, -5, -4, i, 7, 7
COC(=O)c1cc(OC)c(OC)cc1NC(=O)Cn1nnc(-c2ccccc2Cl)n1
 : -4, 0.5, 0, 11, 22, -1, i, -8, 3
Cc1nc(NC(=O)C2CC2)sc1C(=O)Nc1ccccc1
 : 0, 0.1, 0, 1, -1, -2, i, 1, -1
CCCOc1ccc(C(=O)OCCN2CCCCC2)c(O)c1
 : -3, 0.0, 2, 10, -5, -7, i, 5, -6
Cc1ccc(/C=C/C(=O)NCc2ccccn2)o1
 : -5, 0.8, 1, 6, -13, 0, i, -13, 1
COc1ccc(-c2ncnc(C(F)(F)F)c2-c2csc(C)n2)c(O)c1
 : -3, 1.3, 1, 11, -4, -5, i, -2, 3
CC(C)C(c1nnnn1C(C)(C)C)N1CCN(Cc2cccnc2)CC1 (configuration not stated)
 : -2, -0.4, -1, -7, -4, -1, i, 3, -6
CCN(CC)S(=O)(=O)c1ccc(N2CCOCC2)c(NC(=O)c2ccc3ccccc3c2)c1
 : -9, -0.1, 0, -9, 52*, 1, i, 2, 4
O=C(NCCS(=O)(=O)N1CCN(c2ccccc2)CC1)c1ccc(Br)o1
 : -2, -0.9, nt, 20, -1, -1, i, -6, 3
COc1cccc(CNC(=O)N2CCN(c3ccccc3)CC2)c1
 : -1, -0.5, 0, 18, -1, 1, i, 19, 5
CCc1c(C)sc(NC(NC(C)=O)(C(=O)OC)C(F)(F)F)c1C#N (configuration not stated)
 : -2, -0.4, 1, 2, -12, -1, i, 1, -6
Cc1[nH]n(-c2ccccc2)c(=O)c1/C=N/NC(=O)COc1ccccc1[N+](=O)[O-]
 : -5, 1.7, 4, 0, 23, -2, i, -3, 13
O=C(O)c1c(NC(=O)N2CCOCC2)sc2c1CCCC2
 : -1, 2.0, 3, 28, -4, 2, i, 4, -9
Cc1ccc(NCc2nnc(SC(C)C(=O)N/N=C/c3ccc(C)o3)n2-c2ccccc2)cc1 (configuration not stated)
 : -2, -0.9, -3, -12, 0, 1, i, 1, -10
Cc1ccc(N(CC(=O)NC(C)c2ccccc2)S(=O)(=O)c2c(C)n[nH]c2C)cc1 (configuration not stated)
 : -11, 1.6, -3, -4, -7, -2, i, 2, -15
OC[C@@H]1CN(CCN2CCOCC2)C[C@H](n2cnc3c(NCc4ccc(F)cc4)ncnc32)O1
 : -10, 1.1, 2, -19, -6, 2, i, 0, 1
O=C(NC1CCCCC1)C(c1ccccc1)N1CCc2ccccc21 (configuration not stated)
 : -1, 0.5, -1, -3, 10, -2, i, 10, -7
CC1CCN(S(=O)(=O)c2cn(CC(=O)N3CCN(C)CC3)c(=O)c3ccccc23)CC1
 : -13, -0.2, 0, -10, -17, 1, i, -4, 2
O=C(CCCc1nc2ccccc2s1)NCc1cccnc1
 : -3, -0.8, 6, 16, -5, 0, i, -1, 6
C/C(CC(=O)NC12CC3CC(CC(C3)C1)C2)=N\NC(=O)c1cnccn1
 : 14*, 0.8, 2, 3, -5, 1, i, 11, -9
Cc1ccc(C(=O)OCC(=O)c2ccc[nH]2)s1
 : -6, 0.6, -2, 0, -10, -2, i, -5, -1
CC1CCCC(C)N1C(=O)CSc1nnc(C2CCCCC2)o1 (configuration not stated)
 : -4, 0.1, -1, -14, -7, 2, i, 16, -8
CCOc1ccc(N2C(=O)CC(NCc3ccc(F)cc3)C2=O)cc1 (configuration not stated)
 : -8, 3.1, 3, 0, -5, -4, i, 0, -3
O=C(O)c1ccc(Oc2ccc(S(=O)(=O)c3ccc(C(=O)O)c(C(=O)O)c3)cc2)cc1
 : -7, 1.5, 2, 12, -6, -1, i, -9, 7
COc1ccc(C)cc1NC(=O)CSc1nnc(CC(=O)Nc2ccccc2F)n1C
 : -3, -0.2, 2, 3, -1, -5, i, -21, 4
CCCC(C(=O)NC(C)(C)C)N(Cc1ccc(F)cc1)C(=O)c1snc(C(N)=O)c1N (configuration not stated)
 : -2, -1.0, 2, 2, 6, 1, i, -1, 1
CN(CC(=O)N1CCCC1)S(=O)(=O)c1cccc(Cl)c1
 : -1, 0.4, 4, -15, -4, -1, i, 7, 2
CCCCCCc1cc2cc(C(=O)Nc3ccccc3)c(=O)oc2cc1O
 : -3, -0.4, -25, 9, -16, 1, i, 10, -5
CCCN1CCN(CCCNC(=O)Cn2nc(-c3ccc(Cl)cc3)ccc2=O)CC1
 : -3, -0.2, 2, -13, -7, -2, i, 1, -1
Cc1ccc(S(=O)(=O)N2CCOCC2)cc1NC(=O)CN1C(=O)NC2(CCCC2)C1=O
 : -3, 1.7, 2, -2, -4, 0, i, -13, 6
COc1ccc2c(c1)CC[C@@H]1[C@@H]2CC[C@]2(C)[C@@H](C(=O)O)C[C@@H]12
 : 2, -0.4, 2, -17, -11, 1, i, 2, -10
COc1ccc(CCNC(=O)C2CCN(C(=O)c3ccc(Cl)cc3)CC2)cc1
 : 1, -0.1, 0, -1, -2, 2, i, 8, 3
O=C(NCCN1C(=O)S/C(=C\c2ccccc2)C1=O)c1cc(S(=O)(=O)N2CCOCC2)c(Cl)cc1Cl
 : -8, 2.2, 1, 0, 26, 0, i, -16, 1
COc1ccc(N2CCN(C(CNS(=O)(=O)c3ccc(C)cc3)c3ccccc3)CC2)cc1 (configuration not stated)
 : 4, -0.6, -2, 13, 25, -1, i, -14, -7
Nc1nc(SCc2ccccc2Cl)nc2nc3c(cc12)CCCC3
 : -3, -0.1, -3, 1, 0, 0, i, -19, -1
C=CCC1(CC=C)CCCN1C(=O)c1cc(COc2cncc(Cl)c2)on1
 : 0, -0.2, -15, 12, 22, 0, i, 5, -5
CCCCOCCCNC(=O)C[C@@H]1C[C@@]2(C(=O)OC)CCCCC=C2N(CCC2=CCCCC2)C1=O
 : -1, -1.5, -5, -13, 10, nt, i, -12, 14*
CCOCCCNC(=O)c1ccc2c(c1)N=C(CC)c1cc(Br)ccc1S2
 : -2, 0.2, 2, 4, 22, -4, i, 3, 7
Cc1ccnc(NS(=O)(=O)c2ccc(N3C(=O)c4c(Cl)c(Cl)c(Cl)c(Cl)c4C3=O)cc2)n1
 : -4, -0.5, 3, 3, -10, 0, i, -55, -3
